Screening results as filed in PubChem BioAssay.
DUSP1 inh: inhibitors of human MKP-1 phosphatase. P28562. recombinant MKP-1, OMFP hydrolysis fluorescence. inhibition, %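 (compounds tested at a single concentration somewhere between 10 and 100 µM)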. actives 0.15% (n = 65,000). AID 374;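 active means inhibition above about 50%, limit read from the data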;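 further: 0% = DMSO max control wells and 100% = wells with enzyme stopped by NaOH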
Target sequence (P28562 whole entry, looked up): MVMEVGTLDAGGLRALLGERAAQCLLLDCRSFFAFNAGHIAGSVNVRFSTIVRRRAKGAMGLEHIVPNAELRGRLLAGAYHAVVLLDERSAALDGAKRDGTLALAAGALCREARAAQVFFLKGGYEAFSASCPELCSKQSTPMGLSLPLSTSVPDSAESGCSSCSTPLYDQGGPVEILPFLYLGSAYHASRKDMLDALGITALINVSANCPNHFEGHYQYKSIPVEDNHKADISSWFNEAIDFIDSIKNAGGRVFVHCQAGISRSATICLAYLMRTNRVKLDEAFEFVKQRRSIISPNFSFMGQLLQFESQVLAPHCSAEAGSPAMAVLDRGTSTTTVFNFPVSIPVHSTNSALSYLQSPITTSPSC
FXIIa mix inh: factor XIIa (human) inhibition, mixture screen; P00748; purified FXIIa, fluorogenic substrate, pooled mixtures; inhibition, % at 5 µM; actives 0.2% (n = 62,000); AID 684;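 further: 0% = enzyme without compound and 100% = no enzyme blank; some results filed as inactive read as strong as hits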
5HT1a ag: 5-HT1a (human) receptor agonism | actives 0.56% (n = 65,000) | CHO 5-HT1a Ga15 NFAT-bla reporter, FRET ratio; 0% basal, 100% maximal reference agonist | AID 567 | activation, % at 10 µM;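 active means activation above the screen-wide mean activation plus 3 SD, cut at about 19% in these data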;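 further: 0% = DMSO wells and 100% = 5-CT at EC100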
C1s block: blocks human complement C1s protease activity; P09871; purified C1s, fluorogenic AMC substrate, pooled mixtures; mean inhibition % of two 10-compound mixtures (stronger effect = higher value), % at 5 µM (by protocol); actives 0.16% (n = 62,000);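 active means inhibition above 20% in each of the two 10-compound mixture wells holding the compound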;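 further: 0% = enzyme wells lacking compound mixture and 100% = no-enzyme blank wells; some compounds called inactive have numbers as strong as hits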
Target sequence (P09871 16-437 limits assumed): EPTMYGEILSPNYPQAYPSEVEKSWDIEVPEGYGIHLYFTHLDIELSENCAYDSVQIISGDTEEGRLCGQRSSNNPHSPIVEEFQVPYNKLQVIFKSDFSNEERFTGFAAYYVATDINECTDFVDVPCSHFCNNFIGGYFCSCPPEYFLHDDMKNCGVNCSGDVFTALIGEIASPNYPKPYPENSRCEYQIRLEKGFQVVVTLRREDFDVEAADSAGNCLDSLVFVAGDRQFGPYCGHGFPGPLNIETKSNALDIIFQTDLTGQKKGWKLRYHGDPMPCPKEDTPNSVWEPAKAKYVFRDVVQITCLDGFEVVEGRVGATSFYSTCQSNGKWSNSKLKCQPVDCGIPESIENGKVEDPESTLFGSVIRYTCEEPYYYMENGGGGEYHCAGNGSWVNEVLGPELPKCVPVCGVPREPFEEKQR
Target sequence (P09871 438-688 limits assumed): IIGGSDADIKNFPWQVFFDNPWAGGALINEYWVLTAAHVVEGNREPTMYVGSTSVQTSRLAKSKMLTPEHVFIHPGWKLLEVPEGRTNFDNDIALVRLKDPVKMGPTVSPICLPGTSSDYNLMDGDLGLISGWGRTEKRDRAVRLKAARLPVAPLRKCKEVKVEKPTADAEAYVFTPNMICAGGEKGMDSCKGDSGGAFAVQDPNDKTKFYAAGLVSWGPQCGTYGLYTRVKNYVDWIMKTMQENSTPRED
CatG inh: blocks human cathepsin G enzyme activity | P08311 | purified enzyme, AMC-tetrapeptide fluorescence, pooled mixtures | inhibition, % at 5 µM (by protocol) | actives 0.2% (n = 62,000) | AID 581;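 active means inhibition above 20% in each of the two mixture wells holding the compound; inactive means inhibition of 20% or less in either well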;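 further: 0% = enzyme control without mixture and 100% = blank lacking enzyme; strong numbers were not always called active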
FXIa mix inh: factor XIa (human) inhibition, mixture screen; AID 680; actives 0.19% (n = 62,000); purified FXIa, fluorogenic substrate, pooled mixtures; inhibition, % at 5 µM; P03951;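 further: each value is inhibition by a whole ten-compound pool holding the compound; 0% = enzyme with no mixture and 100% = wells lacking enzyme; strong numbers were not always called active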
CatL inh: inhibitors of human cathepsin L | purified cathepsin L, fluorogenic substrate, fluorescence | inhibition, %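 (tested at 10 µM)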 | actives 0.17% (n = 58,000) | P07711; in the data active means inhibition above about 45%;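 further: 0% = enzyme with no compound and 100% = no enzyme blank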
Hsp90 block: displaces geldanamycin probe from tumor Hsp90; P07900; NCI-N417 lysate Hsp90, Cy3B-geldanamycin FP displacement; inhibition, % at 30 µM; actives 0.35% (n = 64,000);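 active means inhibition above 50%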;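 further: 0% = tracer plus lysate wells and 100% = tracer alone without lysate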
Cdc25B inh: inhibitors of human Cdc25B phosphatase; recombinant Cdc25B, OMFP fluorescence Ex485/Em525; inhibition, %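 (compounds tested at 10 µM final in the well)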; actives 0.1% (n = 65,000); AID 368; in the data active means inhibition above about 50%
* hit, by the source's call; . = no result given. Unless noted, no stated cut-off is given here; in the data, active means inhibition above about 20% (passing the limit was not always enough); inactive means the rest. Rows are unselected, and some 1.6% of all compounds hit somewhere here.

SMILES	DUSP1 inh	FXIIa mix inh	5HT1a ag	C1s block	CatG inh	FXIa mix inh	CatL inh	Hsp90 block	Cdc25B inh
Cc1ccc2oc(=O)c3cnn(CC(=O)N(CCC(C)C)Cc4ccco4)c3c2c1	-5.4	1.0	1.6	-0.3	-1.8	3.4	0.0	-0.3	-7.6
CC(C)c1nc(SCC(=O)N2CCN(c3ccccc3)CC2)c2c(=O)n(C)c(=O)n(C)c2n1	17.2	11.7	1.6	2.7	6.3	-0.5	.	-0.6	-10.7
c1coc(CNCC2OCCc3ccccc32)c1 (configuration not stated)	-4.5	1.6	-2.2	-21.9	-1.3	0.4	7.4	-2.8	-0.6
Cc1nc2nc(Cc3ccccc3)[nH]n2c(=O)c1Cl	-0.1	0.4	-0.2	9.6	11.0	1.8	2.8	-4.8	2.8
Cc1cc(C)nc(NC(=O)c2cc3ccccc3o2)n1	17.6	0.2	-1.8	1.0	-0.2	0.3	-1.8	-1.0	-1.4
CCn1c(=N)n(CC(=O)C23CC4CC(CC(C4)C2)C3)c2ccccc21	-17.8	-19.4	-1.5	-7.7	-3.9	1.3	2.7	-0.6	4.6
CCCOc1ccc(/C(O)=C2/C(=O)C(=O)N(CCCN3CCOCC3)C2c2ccncc2)cc1 (configuration not stated)	-25.8	.	-0.6	.	.	.	0.9	1.6	6.2
CCCSc1nc2c(cnn2-c2ccc(Cl)cc2)c(=O)[nH]1	8.4	2.5	-0.8	11.2	9.1	7.4	6.5	0.4	5.7
CCC(=O)N(Cc1cc(=O)[nH]c2ccccc12)c1cccc(C)c1	-17.9	-11.6	1.4	16.6	12.4	6.5	-1.7	-4.0	1.0
CCOC(=O)CSc1nc2sc3c(c2c(=O)n1CC)CC(C)(C)OC3	1.2	-14.3	.	-27.4	-3.1	13.1	.	.	-13.0
COc1ccc(COC(=O)C2=C(C)NC(=O)NC2c2ccc(O)c(OC)c2)cc1 (configuration not stated)	-0.4	24.6	-2.9	5.6	11.4	0.0	.	-3.0	-5.7
CC(=O)c1c(C)nc(-c2ccc(Cl)cc2Cl)n1O	-12.0	-34.1	-3.7	5.6	12.8	0.3	-6.7	2.7	1.1
COc1ccc(C(O)c2nc3ccccc3n2C)cc1OC (configuration not stated)	2.8	1.2	-2.8	-25.3	-1.4	3.7	-2.2	-2.7	1.5
CCOC(=O)CSc1nnc(CNC(=O)Cc2ccccc2)n1C	-1.6	13.1	-3.9	-18.8	-3.8	25.7	15.7	-0.5	-14.4
Cc1ccc(Cl)cc1N1CCN(CC(=O)Nc2ccc3[nH]c(=O)[nH]c3c2)CC1	13.4	-0.9	-0.1	13.9	11.6	4.3	-3.9	-3.8	-11.7
C=CCn1c(SCC(=O)OCc2ccccc2)nc2c1c(=O)n(C)c(=O)n2C	-11.2	14.1	0.6	16.9	11.0	5.4	17.7	1.0	-0.1
C/C(=C1/SC(=S)N(CCC(=O)O)C1=O)c1ccc(O)cc1	13.9	4.5	-2.2	2.2	9.8	3.3	29.3	.	-8.0
CCOC(=O)/C=C1\SCC(=O)N1Cc1nnc(-c2ccccc2Br)o1	9.4	1.8	-1.0	5.8	8.8	10.1	5.3	-34.7	10.1
Cc1ccc2cc(CN(CC3CCCO3)C(=O)C(C)C)c(=O)[nH]c2c1 (configuration not stated)	-11.4	-10.2	-1.7	0.9	5.1	8.1	-1.6	-0.3	-24.4
Cn1c(=O)c2c(ncn2CC(=O)N2CCN(c3ccc(F)cc3)CC2)n(C)c1=O	2.3	5.1	-0.2	-22.1	0.9	-6.7	15.5	-2.1	-4.0
CC(C)(C)SCCNC(=O)CSc1ccccc1	5.2	-19.9	-1.1	-3.2	-1.4	0.5	-1.4	0.8	1.1
CCOC(=O)C1=CN(C)C=C(C(=O)OCC)C1c1ccsc1	4.8	-9.1	11.4	-79.7	-1.7	-9.3	-156.4	-0.1	1.4
COc1ccc(S(=O)(=O)Cc2ccc(C(=O)N3CCN(c4ccccc4)CC3)o2)cc1	6.7	-12.5	-2.6	6.8	2.5	2.7	2.0	-0.5	-11.4
CCOC(=O)c1cccc(NC(=O)C2CCCN(S(=O)(=O)c3c(C)nn(C)c3C)C2)c1 (configuration not stated)	14.1	-0.4	-0.4	35.8	-2.8	4.6	.	0.8	-9.9
CN1C(=O)c2ccc(NC(=O)c3c(F)c(F)c(F)c(F)c3F)cc2C1=O	-0.1	0.3	-1.2	9.3	7.6	1.9	3.8	-2.8	2.4
CCOCCn1c(SCCCc2ccccc2)nc2c1c(=O)[nH]c(=O)n2C	17.4	4.2	0.0	-22.9	-2.7	6.6	.	1.4	-1.1
COc1ccccc1CN1CCCC(C(=O)N(C)Cc2ccccc2)C1 (configuration not stated)	-15.9	-7.1	-3.0	4.8	-1.5	7.1	3.4	-2.5	-5.5
CC1(C)CC(C2N3CC4(C)CN2CC(C)(C3)C4=O)CCO1 (configuration not stated)	33.0	0.5	-1.4	-34.5	-10.4	-8.3	30.7	0.3	5.7
COC(=O)C1=C(C)Nc2nnnn2C1c1ccc(Cl)cc1Cl (configuration not stated)	6.5	-7.3	1.1	5.5	3.9	8.3	-7.3	-10.0	-9.0
COc1cccc(CNC(=O)C2CCN(S(=O)(=O)c3ccc(F)cc3)CC2)c1	5.6	3.4	-3.4	5.9	9.5	5.4	1.4	1.6	-14.6
Nc1nonc1-c1nc2ccccc2n1CC(=O)N1CCN(c2ccc(F)cc2)CC1	6.0	0.1	0.7	-3.7	1.2	-4.9	.	-12.6	-9.7
CC1(C)Cc2c(sc3ncn4nc(-c5ccco5)nc4c23)CO1	-31.5	2.5	-1.0	10.5	10.1	9.3	2.7	0.7	12.7
OCCN1CCN(c2nc(-c3ccccc3)nc3c2oc2ccccc23)CC1	-0.1	-17.5	4.0	4.2	6.1	14.1	-3.0	-3.6	-14.2
CC(c1ccco1)N(C(=O)c1ccc(S(=O)(=O)N2CCCCC2)cc1)c1ccccn1 (configuration not stated)	8.0	12.0	1.7	9.7	11.9	5.4	5.5	0.6	-13.0
CCC1CCCN1Cn1cnc2c([nH]c3ccccc32)c1=O (configuration not stated)	25.6	5.9	-4.0	-4.7	10.7	-3.7	-0.4	-4.2	-10.8
Cc1ccc(C2(C(F)(F)F)NC(=O)N3CCCN=C3S2)cc1 (configuration not stated)	2.8	10.8	0.3	-0.7	-2.2	5.0	2.4	.	-22.9
COC(=O)c1ccccc1NC(=O)CSc1nc(-c2ccco2)cc(C(F)(F)F)n1	10.4	-0.3	-1.8	-22.6	-10.1	4.6	-8.2	1.0	5.6
CN1CCN(c2nc(-c3cccs3)cc(C(F)(F)F)n2)CC1	7.3	-16.4	8.6	-3.3	7.0	-0.9	9.1	.	-10.0
CNC(=O)C(Sc1ccccc1)c1ccccc1 (configuration not stated)	1.8	7.6	-0.7	-1.6	-2.0	9.4	-8.7	-1.9	-6.1
CCOC(=O)Cn1c(=O)c2c(nc(N3CCCCC3)n2C)n(C)c1=O	-18.3	-12.2	-1.0	10.9	9.8	3.2	18.2	0.5	-6.4

In the list so far, these contain a thiophene ring, fused or not.
SMILES	DUSP1 inh	FXIIa mix inh	5HT1a ag	C1s block	CatG inh	FXIa mix inh	CatL inh	Hsp90 block	Cdc25B inh
CCOC(=O)CSc1nc2sc3c(c2c(=O)n1CC)CC(C)(C)OC3	1.2	-14.3	.	-27.4	-3.1	13.1	.	.	-13.0
CCOC(=O)C1=CN(C)C=C(C(=O)OCC)C1c1ccsc1	4.8	-9.1	11.4	-79.7	-1.7	-9.3	-156.4	-0.1	1.4
CC1(C)Cc2c(sc3ncn4nc(-c5ccco5)nc4c23)CO1	-31.5	2.5	-1.0	10.5	10.1	9.3	2.7	0.7	12.7
CN1CCN(c2nc(-c3cccs3)cc(C(F)(F)F)n2)CC1	7.3	-16.4	8.6	-3.3	7.0	-0.9	9.1	.	-10.0

(list continues)
SMILES	DUSP1 inh	FXIIa mix inh	5HT1a ag	C1s block	CatG inh	FXIa mix inh	CatL inh	Hsp90 block	Cdc25B inh
CCc1nnc(NC(=O)C2CCN(c3cnccn3)CC2)s1	-1.4	7.3	-1.8	-16.0	0.0	9.1	-21.0	-3.0	-10.3
COc1ccc(N2C(=O)C3CCCN3C2c2cccc(F)c2)cc1Cl (configuration not stated)	4.2	8.6	2.0	17.1	11.3	8.6	8.2	-3.4	6.0
Cc1[nH]nc2c1C(c1cccc(OC(=O)N3CCOCC3)c1)C(C#N)=C(N)O2 (configuration not stated)	5.4	2.8	-4.7	11.6	11.7	2.3	-0.7	-5.7	-14.2
COc1cc(NC(=O)c2noc3c2CCCC3)c(OC)cc1Cl	1.6	-0.2	-2.1	12.4	10.4	2.3	-3.4	-2.8	15.0
CC(=O)c1cccc(NC(=O)C=C(C)C)c1	-0.4	-23.1	-2.1	5.2	41.3	29.5	1.9	-3.3	-9.2
Cc1ccc(N2C(=O)c3cccc4c(N5CCN(C)CC5)ccc(c34)C2=O)c2cccnc12	0.0	2.6	1.0	16.1	17.1	9.4	-9.2	-10.4	3.0
CCc1cc(=O)n2[nH]c(C)c(-c3ccccc3OC)c2n1	-4.0	3.8	-1.6	13.1	7.7	2.2	11.9	-0.3	-0.1
CCCOC(=O)NC(CC)COC(=O)Nc1cccc(C)c1C (configuration not stated)	2.4	0.1	-2.9	-13.0	4.9	7.3	1.1	-4.3	-11.6
CC(C)c1nnc(NC(=O)c2ccc(S(=O)(=O)N3CCOCC3)cc2)s1	-0.1	2.5	-1.6	0.2	2.9	1.0	.	-2.2	-11.7
CC1(C)CC(=O)C(C=Nc2cccnc2)=C(O)C1	10.1	-20.0	0.3	16.1	10.2	7.5	14.3	-3.0	-7.6
CC(=O)c1cc(F)c(N2CCN(CCC#N)CC2)cc1C	-0.2	0.2	.	5.8	8.9	1.2	11.5	.	1.0
Cn1nc(C(=O)Nc2cccc(C(F)(F)F)c2)ccc1=O	6.6	1.3	-2.6	10.5	7.5	4.4	8.8	16.9	19.4
CC1CCCCN1C(=O)c1cnn2c(C(F)(F)F)cc(-c3ccco3)nc12 (configuration not stated)	2.6	-0.2	-1.0	-25.9	1.1	2.2	-10.3	-0.2	-0.8
Cn1c(=O)c2c(nc(CN3CCC(C(N)=O)CC3)n2CCCc2ccccc2)n(C)c1=O	-0.9	9.9	-0.4	-35.4	5.2	-2.9	10.1	-6.3	-2.5
Brc1ccc(NCc2nnc3n2CCCCC3)cc1	9.3	-1.3	-2.0	-1.0	2.9	6.3	6.0	1.8	3.0
COc1cccc(NC(=O)N2CCCC2C(=O)NCC(C)C)c1 (configuration not stated)	4.6	-14.3	-1.9	12.5	10.3	8.0	-14.6	-1.3	1.3
CC(C)CCNC(=O)C(c1ccco1)N(CC1CCCO1)C(=O)Cn1nnc2ccccc21 (configuration not stated)	-5.7	-1.2	-2.4	9.4	10.5	3.1	5.8	-3.0	3.7
Cc1cc(N2CCN(c3ccccc3)CC2)nc(-c2ccccc2)n1	3.1	2.3	-2.7	9.4	11.8	-1.7	6.0	-3.3	-10.8
O/N=C1/CCCSc2ccccc21	6.6	-4.8	.	-0.2	-2.1	5.9	-3.0	.	-7.1
O=c1cnnc(NCc2ccccc2)[nH]1	-24.0	1.7	-2.7	5.6	-3.2	0.1	3.4	1.3	-1.8
O=C(NCc1ccccc1)C1CCN(S(=O)(=O)N2CCCCCC2)CC1	0.7	4.3	-3.3	-36.0	-10.0	-8.5	-0.5	-2.2	-13.1
CC1(C)Cc2c(C#N)c(SCC(=O)c3ccccc3)nc(N3CCOCC3)c2CS1	-17.5	.	0.3	.	.	.	3.9	-4.9	-29.4
